High-throughput results: PubChem, National Center for Advancing Translational Sciences (NCATS)
TrxR1 inh: blocks rat thioredoxin reductase 1. Potency, µM (doses to about 114 µM), without a hit: top-dose activity change, negative = inhibition, hits mostly inhibitors. hit rate 1% among 390,000. O89049. AID 588453. recombinant rTrxR1, NADPH fluorescence consumption, selenite substrate; further: on the % scale 0 is the no-effect control and ±100 the full control effect; nearly all actives have a fitted effect of over 65% in size
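Rat TrxR1 (90 nM in the dispensed reagent) was pre-reduced with 400 uM NADPH for 5 min at room temperature, then incubated with compound for 15 min. After 400 uM selenite was added, NADPH fluorescence (Ex 340/Em 450 nm) was followed for 8 min.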
Pin1 inhibitor: human Pin1 inhibition | Q13526 | Pin1 FP peptide displacement, HiFluor488, 10 min | Potency, µM (titrated, usually from 115 µM), for the others: at the highest dose activity, negative = inhibition, usual class: inhibitors | hit rate 0.009% among 390,000; active means well fitted inhibition curve with a large enough effect in the polarisation, with a control signal flat, not every such curve was filed as active; inconclusive means small, poorly fitted or top-dose-only effect, or effect the other way, or a change in a side signal; inactive means no such curve, though single readings can be large or run the other way; the % refers to the polarisation; further: on the % scale 0 is the no-effect control and ±100 the full control effect
RGS4 inh: inhibitors of human regulator of G protein signaling 4; Transcreener GDP fluorescence polarization, RGS4-accelerated GTP hydrolysis; Potency, µM (titrated, usually from 114 µM), for the others: at the top dose activity change, negative = inhibition, most hits filed as inhibitors; hit rate 0.039% among 390,000; further: on the % scale 0 is the no-effect control and ±100 the full control effect; nearly all actives have a fitted effect of over 75% in size; some results filed as inactive show a strong effect at the top dose
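MLSMR compounds (23 nl, pin-transferred) preincubated 10 min at room temperature with a 500nM (2x) first reagent, then RGS4 at 900nM (2x) plus Transcreener GDP mix added; fluorescence polarization (620/688 nm) read before and after 90 min at 30 °C.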
GLS inhibitor: blocks human kidney-isoform glutaminase activity | Potency, µM (highest dose often 45.5 µM), inactives show top-dose activity change, negative = inhibition, hits mostly inhibitors | hit rate 0.21% among 410,000 | GLS enzymatic activity, qHTS titration | O94925; further: on the % scale 0 is the no-effect control and ±100 the full control effect
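Read-out is an Amplex red fluorescence increase coupled through glutamate oxidase and HRP, measured before and after 30 min room-temperature incubation. hKGA is in 45 mM KH2PO4 (pH 8.2) with 0.02% Tween-20; glutamine added as 1mM solution.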
HP1b binding inh: inhibitors of HP1-beta chromodomain binding to methylated histone tails | AlphaScreen HP1-beta / biotin-H3K9me3 peptide binding | Potency, µM (doses to about 114 µM), for inactives: at the highest dose activity change, negative = inhibition, usual class: inhibitors | hit rate 0.56% among 390,000 | AID 540317; further: nearly all actives have a fitted effect of over 70% in size; inactives centre near 23
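Compound inhibition of the preformed complex between 50 nM HP1-beta and 50 nM biotinylated H3K9me3 peptide was read by AlphaScreen. Buffer was PBS pH 7.4 with 0.01% Tween-20. Incubations ran 30 min at room temperature, with 10 ug/mL donor/acceptor beads.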
ERG-DNA inh: ERG Ets/DNA interaction inhibition; P11308; fluorescence polarization, His-ERG Ets domain / labelled DNA; Potency, µM (highest dose often 76.9 µM), for inactives: top-dose FP activity, negative = inhibition, actives largely listed as inhibitors; hit rate 0.028% among 370,000; active means well fitted inhibition curve with a large enough effect in the polarisation, with a control signal flat; inconclusive means small, poorly fitted or top-dose-only effect, or effect the other way, or a change in a side signal; inactive means no such curve, though single readings can be large or run the other way; the % refers to the polarisation;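 further: polarization taken with two DNA probes labelled with fluorescein and Texas red; % of control where 0% means no effect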
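His-tagged ERG Ets domain (1 uM in the protein solution; 300mM KCl, 50mM Tris-HCl, 1mM EDTA, 1mM DTT, pH 7.5) received compound, then a probe mix of 5 nM fluorescein-DNA and 100nM Texas-615-DNA. Fluorescence polarization was read for both dyes.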
PGK inhibitor: T. brucei PGK inhibition | PGK/GAPDH coupled, Kinase-Glo luminescence, 60 min | hit rate 0.043% among 380,000 | Potency, µM (series often up to 57.5 µM), inactives show at the highest dose activity change, negative = inhibition, usual class: inhibitors | P07378; further: on the % scale 0 is the no-effect control and ±100 the full control effect; nearly all actives have a fitted effect of over 60% in size
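Recombinant glycosomal PGK reaction used 1,3-bisphosphoglycerate generated in-well by GAPDH (100nM final) in 100mM TEA pH 7.6, 5mM MgCl2, 0.01% Tween-20. After 60 minutes at room temperature, ATP was read by Kinase-Glo Plus luminescence end-point.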
JMJD2A Tudor: inhibitors of human JMJD2A Tudor domain; AlphaScreen JMJD2A-Tudor / H3K4me3 peptide binding; O75164; Potency, µM (series often up to 114 µM), for inactives: top-dose activity change, negative = inhibition, hits mostly inhibitors; hit rate 4.4% among 390,000; AID 504339; further: on the % scale 0 is the no-effect control and ±100 the full control effect; nearly all actives have a fitted effect of over 50% in size
Target sequence (O75164 whole entry, looked up, the tested form may be a part): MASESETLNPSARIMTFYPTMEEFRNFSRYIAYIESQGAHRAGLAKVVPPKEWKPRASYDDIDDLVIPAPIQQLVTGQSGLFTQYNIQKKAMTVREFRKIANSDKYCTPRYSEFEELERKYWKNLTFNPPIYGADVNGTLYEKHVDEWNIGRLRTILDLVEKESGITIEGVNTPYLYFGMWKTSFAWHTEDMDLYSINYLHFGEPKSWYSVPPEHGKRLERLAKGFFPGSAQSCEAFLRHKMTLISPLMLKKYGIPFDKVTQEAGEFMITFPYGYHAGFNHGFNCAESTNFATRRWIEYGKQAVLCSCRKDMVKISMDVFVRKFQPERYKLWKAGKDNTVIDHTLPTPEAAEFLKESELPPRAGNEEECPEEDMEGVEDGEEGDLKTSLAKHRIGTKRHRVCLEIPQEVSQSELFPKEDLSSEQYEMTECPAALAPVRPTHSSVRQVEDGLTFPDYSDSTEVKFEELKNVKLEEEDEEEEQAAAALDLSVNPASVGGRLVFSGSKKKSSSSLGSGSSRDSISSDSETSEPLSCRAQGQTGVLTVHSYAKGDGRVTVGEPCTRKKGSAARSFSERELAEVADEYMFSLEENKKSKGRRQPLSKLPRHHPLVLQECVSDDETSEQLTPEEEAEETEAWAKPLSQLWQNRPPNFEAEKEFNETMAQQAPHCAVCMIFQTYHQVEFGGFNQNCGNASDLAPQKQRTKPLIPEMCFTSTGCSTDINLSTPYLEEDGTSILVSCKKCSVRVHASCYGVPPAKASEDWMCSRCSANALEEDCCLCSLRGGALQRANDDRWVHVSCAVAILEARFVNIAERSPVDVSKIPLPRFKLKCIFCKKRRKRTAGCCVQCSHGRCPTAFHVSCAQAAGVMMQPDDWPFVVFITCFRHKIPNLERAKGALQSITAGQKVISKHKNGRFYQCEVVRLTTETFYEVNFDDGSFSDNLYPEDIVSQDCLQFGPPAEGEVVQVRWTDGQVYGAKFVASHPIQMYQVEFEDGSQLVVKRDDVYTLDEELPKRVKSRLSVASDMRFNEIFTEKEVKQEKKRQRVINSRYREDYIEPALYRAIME
12-LOX inh: blocks human arachidonate 12S-lipoxygenase | P18054 | purified 12hLO, xylenol orange hydroperoxide absorbance | Potency, µM (top dose mostly 108 µM), inactives show at the top dose activity change, negative = inhibition, usual class: inhibitors | hit rate 1.1% among 580,000 | AID 1671190; further: on the % scale 0 is the no-effect control and ±100 the full control effect
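Purified human 12hLO at 150 nM in 25 mM Hepes, 0.01% Triton X-100, pH 7.0, preincubated 15 min at room temperature with compound. Reaction started with 40 uM arachidonic acid, 30 min at room temperature. Hydroperoxide measured by Fe-xylenol orange, 573/405 nm absorbance ratio.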
* marks the source's active call; other numbers are inactive results; i = inactive; ? = inconclusive; / = no result given; & = joins results of further samples; [ ] = dose if it differs, or a comment. Unless noted, the call rests on the fitted dose curve; in most records, active means well fitted curve in the direction sought with a large enough effect; inconclusive means small, poorly fitted or top-dose-only effect, or another doubt; inactive means no such curve, though single readings can be large; an effect the other way counts as inactive or inconclusive. Potency means the concentration at half of the fitted maximal effect. These rows are one share of the data, so the mix of outcomes need not match the whole.

A first look:
SMILES	TrxR1 inh	Pin1 inhibitor	RGS4 inh	GLS inhibitor	HP1b binding inh	ERG-DNA inh	PGK inhibitor	JMJD2A Tudor	12-LOX inh
Cc1cc(=O)oc2cc(NC(=O)c3cccc(F)c3)ccc12	7.6%	32.3%[activator]	-26.7%	12.8%	26.4%[57 µM]	0.5%	3.5%	-22.9%	9.6%
O=C(COc1ccccc1Cl)Nc1nc(-c2cccs2)cs1	8.7%	13.3%	-25.1%	17.3%	23.9%	8.4%	-4.1%	26.7%	12.7%
O=C(NNC(=O)c1cccc(-n2cnnn2)c1)c1ccccc1	36.2%[activator][57.1 µM]	0.4%	-3.7%	-5.1%	33.6%[activator]	19.4%	-2.1%	-14.4%	-6.2%

Main list (from the top)
SMILES	TrxR1 inh	Pin1 inhibitor	RGS4 inh	GLS inhibitor	HP1b binding inh	ERG-DNA inh	PGK inhibitor	JMJD2A Tudor	12-LOX inh
Cc1cc(=O)oc2cc(NC(=O)c3cccc(F)c3)ccc12	7.6%	32.3%[activator]	-26.7%	12.8%	26.4%[57 µM]	0.5%	3.5%	-22.9%	9.6%
O=C(COc1ccccc1Cl)Nc1nc(-c2cccs2)cs1	8.7%	13.3%	-25.1%	17.3%	23.9%	8.4%	-4.1%	26.7%	12.7%
O=C(NNC(=O)c1cccc(-n2cnnn2)c1)c1ccccc1	36.2%[activator][57.1 µM]	0.4%	-3.7%	-5.1%	33.6%[activator]	19.4%	-2.1%	-14.4%	-6.2%
O=C(Cc1nc2ccccc2[nH]c1=O)c1ccc(Cl)cc1	10.5%	?	0.0%	0.3%	24.9%[57 µM]	-0.8%	-0.8%	-5.6%	-24.1%
O=C(CN1C(=O)C2(OCCO2)c2ccccc21)c1ccc(F)cc1	-18.1%	-2.0%	17.9%	-0.9%	14.4%	5.7%	-5.3%	-9.9%	-7.5%
CCCCNS(=O)(=O)c1ccc(S(=O)(=O)N2CCC3(CC2)OCCO3)cc1	10.0%	-4.5%	10.9%	10.4%	39.3%[activator]	/	2.9%	-4.8%	1.8%
CCCCCCn1c(=O)c(F)cn(Cc2ccc(OC)c([N+](=O)[O-])c2)c1=O	-18.6%	10.2%	-18.0%	5.9%	11.7%	-5.6%	3.7%	-23.5%	111.4%[activator]
COc1cc(NS(=O)(=O)c2cccc3nsnc23)c(C(=O)O)cc1OC	-4.3%[57.1 µM]	-1.8%	10.9%	29.6%	13.8%	0.4%	-4.1%	?	?
CC(C)(C)C1CCC(=NNC(=O)C2COc3ccccc3O2)CC1 (centres undefined)	-1.4%	7.2%	16.1%	6.6%	52.6%[activator]	1.9%	-6.6%	-5.5%	5.7%
O=C(Nc1ccc(Br)c(Cl)c1)c1ccco1	-7.5%	-10.2%	-12.8%	4.2%	44.6%[activator]	-4.7%	0.5%	10.7%	?
O=C(/C=C/Sc1ccccc1)c1ccc(Cl)cc1	39.8µM*	4.5%	?	-14.7%	50.3%[activator]	/	/	13.5%	0.5%
Cc1ccc(S(=O)(=O)N2CC(O)C[C@H]2C(=O)OCC(=O)N2CCN(c3ccc(F)cc3)CC2)cc1C (some centres undefined)	1.3%	0.3%	28.7%	13.9%	10.5%	-4.6%	-0.7%	-29.7%	3.0%
CCN1C(=O)c2ccccc2S(=O)c2ccc(C(=O)NCCCN3CCCC3=O)cc21 (centres undefined)	15.6%[57.1 µM]	-5.7%	0.9%	2.7%	43.2%[activator]	-6.4%	-1.2%	-2.1%	93.3%[activator]
Cc1oc(C(C)(C)C)cc1C(=O)Nc1cccc(C(=O)O)c1	2.5%	-6.0%	-3.0%	-7.9%	2.8%	9.2%	-2.8%	-28.2%	-9.1%
CCC(C)(C)NC(=O)C(c1ccc(OC)cc1)N(C(=O)CCC(=O)Nc1cc(C)on1)c1ccc(OC)c(OC)c1 (centres undefined)	7.0%[57.1 µM]	-0.1%	-8.4%	10.0%	2.3%	0.3%	-0.9%	-15.8%	-17.0%
O=c1oc2ccccc2cc1-c1nc2c(s1)CCCC2	9.8%	14.4%	-16.9%	7.7%	35.6%	7.0%	-6.0%	9.0%	19.1%
COc1ccccc1NC(=O)c1ccc(NC(=O)CN2CCN(C(=O)c3ccco3)CC2)cc1	-1.3%	-0.7%	8.2%	16.5%	29.2%	7.2%	2.8%	-14.8%	11.4%
CCc1nc(SCC(=O)Nc2ccc([N+](=O)[O-])cc2)n[nH]1	-13.2%	-10.1%	3.6%	-1.5%	25.4%	-3.7%	-4.5%	-18.2%	5.3%
Clc1nnc(N2CCCCC2)c2ccccc12	-7.2%[57.1 µM]	-1.8%	34.5%	-16.7%	31.2%	-11.6%	-3.2%	5.6%	3.2%
O=C(Cc1cccc(NC(=O)C2CCCN(C(=O)C3CC3)C2)c1)Nc1cccc(C(=O)N2CCCC2)c1 (centres undefined)	3.3%	-8.4%	-5.6%	-0.6%	27.6%	-10.8%	-4.1%	-17.9%	5.0%
Cc1cccn2c(=O)c3cc(C(=O)NCc4ccco4)c(=N)n(C(C)C)c3nc12	-28.1%	-0.7%	-33.3%	-14.4%	6.5%	-2.5%	4.3%	-15.0%	-7.1%
CC(=O)c1cccc(Oc2ncccn2)c1	6.1%[57.1 µM]	1.9%	11.1%	-15.2%	50.7%[activator]	7.6%	i	7.7%	72.7%[activator]
COc1ccc(-n2c(C)cc(-c3cn4cccc(C)c4n3)c2C)cc1	-11.6%	5.9%	-2.0%[56.9 µM]	0.4%	-11.2%	0.7%	0.7%	?	-11.6%
COc1cc(C(=O)OC(C)c2ccc(F)cc2)ccc1OCC(=O)N1CCOCC1 (centres undefined)	11.3%	3.9%	-5.3%	5.8%	26.1%	0.8%	1.6%	4.9%	170.3%[activator]
O=C(NCCc1ccccc1C(F)(F)F)C1CCC(=O)N(C2CC2)C1 (centres undefined)	-12.0%	-2.4%	-11.8%	-4.2%	49.3%[activator]	-4.5%	4.3%	-4.4%	i
Going on with the list.
SMILES	TrxR1 inh	Pin1 inhibitor	RGS4 inh	GLS inhibitor	HP1b binding inh	ERG-DNA inh	PGK inhibitor	JMJD2A Tudor	12-LOX inh
CC(C)(C)OC(=O)N[C@@H](C(=O)OC(C)(C)C)c1ccc2ccccc2c1	1.2%[57.1 µM]	-1.9%	8.5%	-1.8%	26.6%	18.7%	-3.3%	-13.7%	6.5%
COC(=O)c1ccc(NC(=O)c2cc3c(CO)cnc(C)c3oc2=Nc2cccc(C(N)=O)c2)cc1	10.6%[57.1 µM]	18.1%	-9.4%	3.5%	24.0%	-5.0%	-1.2%	-7.1%	0.0%
CC1CCCC(C)N1C(=O)c1ccc(S(=O)(=O)N2CCCC2)cc1 (centres undefined)	29.9%	-6.2%	-13.1%	-0.5%	42.4%[activator]	-6.5%	-2.5%	-15.8%	5.0%
CCOC(=O)c1ccc(N2C(=O)CC(Nc3ccc(O)cc3)C2=O)cc1 (centres undefined)	4.0%	6.0%	-17.2%	14.7%	18.6%	-15.8%	-5.9%	-15.5%	-3.3%
CCc1cccc(NC(=S)N(CCN(C)C)C(C)c2ccncc2)c1 (centres undefined)	-20.8%	2.7%	6.4%	25.4%	18.8%	-10.2%	-2.2%	0.7%	-0.2%
O=c1cnc2cc([N+](=O)[O-])ccc2[nH]1	-1.0%	-1.4%	14.1%	8.1%	32.0%	12.9%	-4.8%	-10.4%	-2.9%
CCCCc1cc(=O)oc2cc(OCC(=O)NCC3CCC(C(=O)O)CC3)ccc12 (centres undefined)	0.3%[57.1 µM]	-16.6%	-12.7%	-5.0%	68.5%[activator]	-2.1%	i	-1.4%	49.0%[activator]
CS(=O)(=O)Nc1cccc(C(=O)CC2(O)C(=O)Nc3ccc(Br)cc32)c1 (centres undefined)	-15.6%[57.1 µM]	-0.6%	12.1%[11.4 µM]	5.2%	15.7%	3.7%	2.4%	3.9%[57.1 µM]	0.0%
COC(=O)[C@]1(Cc2ccccc2)N[C@H](c2ccc(-c3ccc(Cl)c(Cl)c3)cc2)[C@@H]2C(=O)N(C)C(=O)[C@@H]21	-0.3%	7.6%	-15.6%	-11.9%	-0.1%	10.6%	-3.8%	?	-27.1%
CC(C)CCOC(=O)C[N+](C)(C)CCOC1CC2CCC1(C)C2(C)C (centres undefined)	17.3%	-0.9%	17.8%	-1.1%	37.6%[activator]	6.4%	i	-19.8%	22.8%&-6.6%
Cc1ccc(NC(=O)CSCC(=O)NC2=NCCS2)cc1	-8.1%	-2.6%	-16.0%	-8.7%	44.3%[activator]	24.3%	-6.0%	-9.8%	?
CCCCc1c(O)nc(SCC(=O)N2CCCCCC2)[nH]c1=O	20.9%	-1.1%	-2.3%	1.9%	13.1%	-3.7%	-3.2%	-3.6%	-7.3%
COc1ccc(C(CNC(=O)COc2ccccc2C)N2CCCC2)cc1 (centres undefined)	-11.9%	7.0%	10.9%	11.3%	12.9%	-0.9%	-4.0%	-20.4%	-12.5%
FC(F)Oc1ccc(/C=N/c2c(-c3ccc(OC(F)F)cc3)nc3n2CCS3)cc1	-4.5%	2.3%	-22.9%	-0.9%	?	7.3%	8.6%	50.1µM*	16.6%
Cc1ccc(CCNC(=O)Cn2c(-c3cccs3)cc3cc(F)ccc32)cc1	22.8%	-3.9%	9.6%	-2.1%	46.1%[activator]	3.3%	3.3%	-6.6%	-22.6%
Cc1ccc(Nc2nc(Oc3ccc(=O)[nH]n3)nc(N(C)C)n2)cc1	7.6%[57.1 µM]	-3.1%	4.8%	4.0%	25.9%	-2.9%	-0.5%	-14.0%	-22.1%
